CHRM1 antagonist: blocks human M1 muscarinic receptor; P11229; CHO-K1 hM1, Fluo-8 calcium fluorescence, ACh EC80 antagonist; 360,000 tested, 1.3% active; AID 588852; inhibition, % at 3 µM;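 active means percent inhibition above its own plate's cutoff, namely the mean of that plate's compound wells plus 3 SD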;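 further: peak over basal fluorescence ratio during 140 s after agonist addition; 0% = ACh EC80 plus DMSO and 100% = DMSO alone without agonist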
M4 ag: agonists of human muscarinic M4 receptor (CHRM4); P08173; CHO-K1 hM4/Gqi5, Fluo-8 calcium fluorescence; vehicle 0%, full acetylcholine response 100%; activation, % at 3 µM; 360,000 tested, 0.14% active;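 active means activation above the run mean over all test wells plus 3 SD, cut at about 32% in these data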;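 further: peak over basal fluorescence ratio per well then scaled between controls; 0% = DMSO wells and 100% = acetylcholine at EC100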
Target sequence (P08173 whole entry, looked up): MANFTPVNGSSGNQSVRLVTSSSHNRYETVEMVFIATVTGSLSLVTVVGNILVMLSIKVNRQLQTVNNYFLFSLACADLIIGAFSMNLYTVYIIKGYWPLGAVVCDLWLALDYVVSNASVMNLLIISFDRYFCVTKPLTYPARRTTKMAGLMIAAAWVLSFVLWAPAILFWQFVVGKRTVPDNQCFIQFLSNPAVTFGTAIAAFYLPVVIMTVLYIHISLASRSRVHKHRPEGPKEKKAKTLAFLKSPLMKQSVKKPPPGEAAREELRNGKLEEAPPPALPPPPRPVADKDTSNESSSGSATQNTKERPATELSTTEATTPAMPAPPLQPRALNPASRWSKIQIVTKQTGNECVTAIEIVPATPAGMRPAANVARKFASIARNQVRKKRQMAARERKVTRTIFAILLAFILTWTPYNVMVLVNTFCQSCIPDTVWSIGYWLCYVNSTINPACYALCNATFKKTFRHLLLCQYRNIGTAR
M5 ag: agonists of human muscarinic M5 receptor (CHRM5) | activation, % at 3 µM | CHO-K1 hM5 cells, Fluo-8 calcium fluorescence; 0% DMSO wells, 100% maximal acetylcholine response | P08912 | 360,000 tested, 0.19% active;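 active means activation above the run's mean over test compounds plus 3 SD, cut at about 23% in these data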;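 further: signal is peak over basal fluorescence ratio across the kinetic read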
M1 PAM: human CHRM1 positive allosteric modulation; activation, % at 3 µM; 360,000 tested, 0.088% active; AID 588819; CHO-K1 hM1, Fluo-8 calcium fluorescence, ACh EC20; 0% = ACh EC20, 100% = maximal ACh; P11229; in the data active means activation above about 19%, passing the limit was not always enough
TAAR1 agonist: human TAAR1 agonism | Q96RJ0 | CHO RD-HGA16 TAAR1, Fluo-8 calcium fluorescence; vehicle wells 0%, saturating PEA agonist 100% | activation, % at 3 µM | 360,000 tested, 0.99% active | AID 624467;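 active means activation above the mean activation of all test compounds in the run plus 3 SD, cut at about 38% in these data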
Target sequence (Q96RJ0 whole entry, looked up): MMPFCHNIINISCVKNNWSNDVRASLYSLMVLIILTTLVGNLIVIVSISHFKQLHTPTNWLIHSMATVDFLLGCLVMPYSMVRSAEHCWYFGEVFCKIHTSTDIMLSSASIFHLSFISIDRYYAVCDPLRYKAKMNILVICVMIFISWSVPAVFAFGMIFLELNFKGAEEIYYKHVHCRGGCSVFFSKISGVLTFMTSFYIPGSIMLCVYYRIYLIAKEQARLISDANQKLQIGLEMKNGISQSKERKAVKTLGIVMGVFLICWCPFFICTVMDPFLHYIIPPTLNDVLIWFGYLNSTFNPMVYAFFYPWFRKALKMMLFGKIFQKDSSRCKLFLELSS
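Repeats: no replicates (n 1) | Material: CHO-derived RD-HGA16 cells with stable Gα16 and human TAAR1 | Technique: Kinetic Fluo-8 calcium fluorescence | Schedule: 17-24 h seeding, 75 min 37 °C dye, 30 min RT | Evaluation: % activation from peak over basal fluorescence ratio, DMSO-to-PEA scaled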
M4 antag: blocks acetylcholine activation of human M4 receptor; P08173; CHO-hM4 cells, ACh EC80, Fluo-8 calcium fluorescence; inhibition, % at 3 µM; 360,000 tested, 0.73% active; AID 624125;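 active means inhibition above its plate's cutoff, the mean inhibition of sample wells plus 3 SD, cut at about 27% in these data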;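 further: 0% = acetylcholine EC80 with DMSO and 100% = DMSO without agonist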
CHRM5 PAM: CHRM5 positive allosteric modulation. CHO-K1 hM5, Fluo-8 calcium, ACh EC20 PAM; 0% = ACh EC20, 100% = ACh EC100. activation, % at 3 µM. AID 624038. P08912. 360,000 tested, 0.3% active;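 active means activation above the run cutoff, the mean activation of all test compounds plus 3 SD, cut at about 18% in these data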
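System: CHO-K1 cell line with stable human muscarinic M5 receptor expression | Also added: EC20 acetylcholine as agonist stimulus | Compound: One concentration, 3 µM final (nominal) | Timing: Fluo-8 loading 80 min at 37 °C plus 30 min room temperature | Measured by: Fluo-8 calcium dye fluorescence, kinetic read | Read-out basis: % activation, ACh-normalized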
M5 antag: CHRM5 antagonism in calcium assay; 360,000 tested, 0.59% active; CHO-hM5 cells, Fluo-8 calcium fluorescence, ACh EC80; P08912; inhibition, % at 3 µM;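 active means inhibition above a per-plate cutoff, the mean of that plate's test compounds plus 3 SD, cut at about 27% in these data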;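 further: 0% = acetylcholine EC80 with DMSO and 100% = DMSO without agonist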
M1 ag: agonists of human M1 muscarinic receptor. P11229. activation, % at 3 µM. CHO-K1 hM1, Fluo-8 calcium fluorescence, agonist mode; 0% DMSO, 100% acetylcholine EC100. AID 588814. 360,000 tested, 0.33% active;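 active means activation above the run's mean compound activation plus 3 SD, cut at about 16% in these data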;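 further: peak over basal fluorescence ratio within a 140 s kinetic read after compound addition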
Active calls of the source: *. A portion of the library; the hit share may differ from the screen's.

What do the screens show for `CC1CCN(C(=O)COC(=O)/C=C/c2ccc(Br)o2)CC1`?
CHRM1 antagonist: 2; M4 ag: 0; M5 ag: 0; M1 PAM: 2; TAAR1 agonist: 2; M4 antag: -3; CHRM5 PAM: 4; M5 antag: -2; M1 ag: -6

Results for COc1ccccc1N(CC(=O)NCc1ccccn1)S(C)(=O)=O ?
CHRM1 antagonist: -7; M4 ag: 1; M5 ag: 1; M1 PAM: 8; TAAR1 agonist: 4; M4 antag: 6; CHRM5 PAM: -3; M5 antag: 5; M1 ag: -3

Results for Cc1nc(C(F)(F)F)ccc1C(=O)N1CCC1(C)C(=O)NS(=O)(=O)c1cccc(C#N)c1 (stereo unspecified) ?
CHRM1 antagonist: -5; M4 ag: 1; M5 ag: 0; M1 PAM: 4; TAAR1 agonist: 4; M4 antag: 2; CHRM5 PAM: -1; M5 antag: 4; M1 ag: -2

Results for O=C(c1ccsc1)N1CCCC(N2CCN(c3cccc(C(F)(F)F)c3)CC2)C1 (stereo unspecified) ?
CHRM1 antagonist: 5; M4 ag: 3; M5 ag: -5; M1 PAM: -6; TAAR1 agonist: -3; M4 antag: 2; CHRM5 PAM: -3; M5 antag: 20; M1 ag: 5

Results for Cc1cccc(C)c1NC(=O)C(c1ccccc1)N1CCN(c2ccc(F)cc2)CC1 (stereo unspecified) ?
CHRM1 antagonist: -5; M4 ag: 2; M5 ag: 3; M1 PAM: -1; TAAR1 agonist: 7; M4 antag: 1; CHRM5 PAM: 1; M5 antag: 14; M1 ag: -3

Results for CC(C)(C)C(=O)Nc1nnc(SCc2cccc(F)c2)s1 ?
CHRM1 antagonist: -1; M4 ag: 0; M5 ag: -11; M1 PAM: 0; TAAR1 agonist: 7; M4 antag: 9; CHRM5 PAM: 1; M5 antag: 2; M1 ag: -5

Results for COc1ccc(N(CC(=O)NCc2ccc(Cl)cc2)S(=O)(=O)c2c(C)n[nH]c2C)cc1 ?
CHRM1 antagonist: 0; M4 ag: 4; M5 ag: -5; M1 PAM: 3; TAAR1 agonist: 6; M4 antag: -3; CHRM5 PAM: -9; M5 antag: 30*; M1 ag: -2

Results for O=C(C[n+]1ccccc1)Nc1ccccc1Br ?
CHRM1 antagonist: 15; M4 ag: 19; M5 ag: -4; M1 PAM: -16; TAAR1 agonist: 7; M4 antag: 1; CHRM5 PAM: -12; M5 antag: 21; M1 ag: -9

Results for Fc1ccc(-c2nc3ccc(Br)cn3c2Cc2ccsc2)cc1 ?
CHRM1 antagonist: -23; M4 ag: 0; M5 ag: -2; M1 PAM: 1; TAAR1 agonist: -2; M4 antag: -3; CHRM5 PAM: -1; M5 antag: -4; M1 ag: -5

Results for O=C(c1cccc(F)c1)N1CCN(C(=O)C(c2ccccc2)c2ccccc2)CC1 ?
CHRM1 antagonist: -12; M4 ag: -1; M5 ag: 0; M1 PAM: 5; TAAR1 agonist: -3; M4 antag: -17; CHRM5 PAM: -1; M5 antag: 4; M1 ag: 0

Results for O=C(Nc1ccc(Cl)cc1)Nc1cccnc1 ?
CHRM1 antagonist: 3; M4 ag: 9; M5 ag: 7; M1 PAM: 0; TAAR1 agonist: 48*; M4 antag: -8; CHRM5 PAM: -11; M5 antag: 8; M1 ag: 3

What do the screens show for `COc1ccc(C(=O)Nc2ccc(C(=O)Nc3cccc(C)c3)cc2)cc1`?
CHRM1 antagonist: 4; M4 ag: 2; M5 ag: -1; M1 PAM: -1; TAAR1 agonist: 1; M4 antag: 5; CHRM5 PAM: -6; M5 antag: 6; M1 ag: -1

What do the screens show for `Cc1cccc(C(=O)OCC(=O)NCCCc2ccccc2)c1`?
CHRM1 antagonist: 1; M4 ag: 2; M5 ag: -1; M1 PAM: 0; TAAR1 agonist: 5; M4 antag: 1; CHRM5 PAM: 6; M5 antag: 6; M1 ag: -5

Results for COc1cccc(NC(=O)Cn2c3ccccc3c3nc4n(c(=O)c32)CCCS4)c1 ?
CHRM1 antagonist: 15; M4 ag: 0; M5 ag: -2; M1 PAM: -4; TAAR1 agonist: 1; M4 antag: 11; CHRM5 PAM: -2; M5 antag: 4; M1 ag: -3

Results for Nc1cc(=O)[nH]c(SCCSc2ccccc2F)n1 ?
CHRM1 antagonist: -8; M4 ag: 5; M5 ag: 1; M1 PAM: 16; TAAR1 agonist: 8; M4 antag: 2; CHRM5 PAM: -1; M5 antag: 16; M1 ag: 3

Arranged by molecular weight (largest number first): part of the list above
Results for Cc1nc(C(F)(F)F)ccc1C(=O)N1CCC1(C)C(=O)NS(=O)(=O)c1cccc(C#N)c1 (stereo unspecified) ?
CHRM1 antagonist: -5; M4 ag: 1; M5 ag: 0; M1 PAM: 4; TAAR1 agonist: 4; M4 antag: 2; CHRM5 PAM: -1; M5 antag: 4; M1 ag: -2

Results for O=C(c1cccc(F)c1)N1CCN(C(=O)C(c2ccccc2)c2ccccc2)CC1 ?
CHRM1 antagonist: -12; M4 ag: -1; M5 ag: 0; M1 PAM: 5; TAAR1 agonist: -3; M4 antag: -17; CHRM5 PAM: -1; M5 antag: 4; M1 ag: 0

What do the screens show for `COc1ccc(C(=O)Nc2ccc(C(=O)Nc3cccc(C)c3)cc2)cc1`?
CHRM1 antagonist: 4; M4 ag: 2; M5 ag: -1; M1 PAM: -1; TAAR1 agonist: 1; M4 antag: 5; CHRM5 PAM: -6; M5 antag: 6; M1 ag: -1

What do the screens show for `Cc1cccc(C(=O)OCC(=O)NCCCc2ccccc2)c1`?
CHRM1 antagonist: 1; M4 ag: 2; M5 ag: -1; M1 PAM: 0; TAAR1 agonist: 5; M4 antag: 1; CHRM5 PAM: 6; M5 antag: 6; M1 ag: -5

Results for O=C(C[n+]1ccccc1)Nc1ccccc1Br ?
CHRM1 antagonist: 15; M4 ag: 19; M5 ag: -4; M1 PAM: -16; TAAR1 agonist: 7; M4 antag: 1; CHRM5 PAM: -12; M5 antag: 21; M1 ag: -9

Remaining list, next part.
Results for Cn1c(Cn2c(=O)sc3ccccc32)nnc1SCc1cccnc1 ?
CHRM1 antagonist: -10; M4 ag: 1; M5 ag: 0; M1 PAM: 6; TAAR1 agonist: 1; M4 antag: -12; CHRM5 PAM: 2; M5 antag: -7; M1 ag: -4

Results for Cc1ccc(N(C(=O)CS(=O)CC(=O)Nc2ccc(F)cc2)C(C)C(=O)NC(C)(C)C)cc1 (stereo unspecified) ?
CHRM1 antagonist: -20; M4 ag: 2; M5 ag: -2; M1 PAM: 18; TAAR1 agonist: 4; M4 antag: -12; CHRM5 PAM: -2; M5 antag: 9; M1 ag: -2

Results for CC1CN(C(=O)c2cc3ccccc3oc2=O)CC(C)O1 (stereo unspecified) ?
CHRM1 antagonist: -7; M4 ag: 0; M5 ag: 0; M1 PAM: 4; TAAR1 agonist: 7; M4 antag: -10; CHRM5 PAM: -8; M5 antag: 7; M1 ag: -5

Results for C=CCC[C@@H](Cc1ccc(F)cc1)C(=O)OCCNC(=O)[C@@H](CC=C)CC(=O)N[C@@H](CO)Cc1ccccc1 ?
CHRM1 antagonist: -18; M4 ag: 2; M5 ag: 0; M1 PAM: 11; TAAR1 agonist: 0; M4 antag: -23; CHRM5 PAM: -4; M5 antag: -5; M1 ag: -3

What do the screens show for `O=C(NC1CCCCC1)c1ccccc1NC(=O)C1CC(=O)N(c2ccccc2)C1` (stereo unspecified)?
CHRM1 antagonist: -10; M4 ag: 1; M5 ag: -2; M1 PAM: 7; TAAR1 agonist: 3; M4 antag: -5; CHRM5 PAM: 0; M5 antag: -7; M1 ag: -1

Results for O=c1ccoc2ccccc12 ?
CHRM1 antagonist: -1; M4 ag: 1; M5 ag: 2; M1 PAM: 2; TAAR1 agonist: 0; M4 antag: -14; CHRM5 PAM: 0; M5 antag: -3; M1 ag: -2

What do the screens show for `COc1ccccc1CN1C(=O)CNC1=S`?
CHRM1 antagonist: -9; M4 ag: 0; M5 ag: -1; M1 PAM: 10; M4 antag: 7; CHRM5 PAM: 10; M5 antag: -12; M1 ag: 0

What do the screens show for `CS(=O)(=O)Nc1ccc(C(=O)NCCSc2ccc(Cl)cc2)cc1`?
CHRM1 antagonist: -8; M4 ag: 9; M5 ag: 2; M1 PAM: 2; TAAR1 agonist: 9; M4 antag: -17; CHRM5 PAM: -7; M5 antag: 0; M1 ag: -1

How did CC(C)CC(CCc1ccccc1)OS(N)(=O)=O (stereo unspecified) do in these assays?
CHRM1 antagonist: 0; M4 ag: 1; M5 ag: -2; M1 PAM: -2; TAAR1 agonist: 11; M4 antag: -5; CHRM5 PAM: -10; M5 antag: 10; M1 ag: -7

How did COc1ccc(NC(=O)CN(C)C(=O)Cc2n[nH]c(=O)c3ccccc23)cc1 do in these assays?
CHRM1 antagonist: -8; M4 ag: 0; M5 ag: -4; M1 PAM: 6; TAAR1 agonist: 0; M4 antag: -25; CHRM5 PAM: -6; M5 antag: -4; M1 ag: -4

What do the screens show for `COc1cc2c(cc1OC)CN(S(=O)(=O)/C=C/c1ccccc1)CC2`?
CHRM1 antagonist: -12; M4 ag: 2; M5 ag: -4; M1 PAM: 6; TAAR1 agonist: -1; M4 antag: -8; CHRM5 PAM: 3; M5 antag: 0; M1 ag: -2

Results for COc1ccc(-c2ncn(CCC#N)c2[N+](=O)[O-])cc1 ?
CHRM1 antagonist: -6; M4 ag: 1; M5 ag: -1; M1 PAM: 3; TAAR1 agonist: 3; M4 antag: -16; CHRM5 PAM: -3; M5 antag: 3; M1 ag: 3

What do the screens show for `c1ccc2c(c1)oc1c(NCC3CCCO3)ncnc12` (stereo unspecified)?
CHRM1 antagonist: -4; M4 ag: 3; M5 ag: 4; M1 PAM: 3; TAAR1 agonist: 6; M4 antag: 3; CHRM5 PAM: -4; M5 antag: 6; M1 ag: 0

How did COc1ccc(NC(=O)CN(C)C(=O)c2cc(C)oc2C)cc1 do in these assays?
CHRM1 antagonist: -5; M4 ag: -1; M5 ag: 0; M1 PAM: -1; TAAR1 agonist: 1; M4 antag: -8; CHRM5 PAM: -6; M5 antag: 6; M1 ag: -6

Results for CC(O)[C@@H](NC(=O)C1CCC(CNC(=O)[C@H](Cc2ccccc2)NC(=O)OC(C)(C)C)CC1)C(=O)O (stereo partly specified) ?
CHRM1 antagonist: -4; M4 ag: 0; M5 ag: -4; M1 PAM: 6; TAAR1 agonist: 1; M4 antag: -9; CHRM5 PAM: -6; M5 antag: 8; M1 ag: -2

What do the screens show for `CCOP(=O)(OCC)c1nc(-c2ccc(OC)cc2)oc1N1CCOCC1`?
CHRM1 antagonist: -20; M4 ag: 0; M5 ag: 4; M1 PAM: 1; TAAR1 agonist: 1; M4 antag: 0; CHRM5 PAM: 8; M5 antag: 4; M1 ag: 0

How did CSc1ncc(CN2CCN(C3CCCCC3)C(CCO)C2)cn1 (stereo unspecified) do in these assays?
CHRM1 antagonist: 4; M4 ag: 0; M5 ag: -3; M1 PAM: -3; TAAR1 agonist: 3; M4 antag: 8; CHRM5 PAM: 2; M5 antag: 17; M1 ag: -7

From PubChem BioAssay
